PAFAH1B2 inh: PAFAH1B2 (human) inhibition; recombinant PAFAH1B2, FP-rhodamine activity probe, fluorescence polarization; inhibition, % at 3.39 µM; actives 1.2% (n = 340,000);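 active means inhibition above the mean of all tested compounds plus 3 SD, cut at about 24% in these data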;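 further: 0% = enzyme with DMSO and 100% = wells lacking PAFAH1B2; many of its hits are not listed in these tables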
PAFAH2 inh: inhibitors of human PAFAH2; Q99487; recombinant PAFAH2, FP-rhodamine activity probe, fluorescence polarization; inhibition, % at 3.39 µM; actives 0.99% (n = 340,000); AID 492956;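 active means inhibition above the mean over all tested compounds plus 3 SD, cut at about 30% in these data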;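 further: inhibitors block probe labeling of enzyme so polarization drops; 0% = enzyme with DMSO and 100% = wells lacking PAFAH2 protein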
ZTA DNA inh: blocks Epstein-Barr virus ZTA, an EBNA-1 counter-screen; actives 0.15% (n = 320,000); P03206; inhibition, % at 11 µM; AID 2234; ZTA-DNA binding, fluorescence polarization; in the data active means inhibition above about 33%
LYPLA2 counter: LYPLA2 (human) inhibition in PME1 counter-screen; AID 2177; actives 0.38% (n = 320,000); inhibition, % at 5.9 µM; recombinant LYPLA2, FP-Rh probe fluorescence polarization;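 active means inhibition above the screen-wide mean plus 3 SD, limit set per campaign, cut at about 26% in these data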;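 further: 0% = LYPLA2 with DMSO and 100% = wells lacking LYPLA2 enzyme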
EBNA-1 inhibitor: blocks EBNA-1 binding to DNA; AID 1950; actives 0.34% (n = 300,000); inhibition, % at 14.8 µM; EBNA-1 DNA binding, fluorescence polarization; in the data active means inhibition above about 28%
PREPL inhibitor: inhibitors of human prolyl oligopeptidase-like enzyme PREPL | inhibition, % at 5.96 µM | actives 0.68% (n = 320,000) | recombinant PREPL, fluorescence polarization activity-based probe | Q4J6C6 | AID 2751; in the data active means inhibition above about 43%;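 further: 0% = enzyme with DMSO and 100% = wells lacking enzyme; many of its hits are not listed in these tables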
Target sequence (Q4J6C6 whole entry, looked up): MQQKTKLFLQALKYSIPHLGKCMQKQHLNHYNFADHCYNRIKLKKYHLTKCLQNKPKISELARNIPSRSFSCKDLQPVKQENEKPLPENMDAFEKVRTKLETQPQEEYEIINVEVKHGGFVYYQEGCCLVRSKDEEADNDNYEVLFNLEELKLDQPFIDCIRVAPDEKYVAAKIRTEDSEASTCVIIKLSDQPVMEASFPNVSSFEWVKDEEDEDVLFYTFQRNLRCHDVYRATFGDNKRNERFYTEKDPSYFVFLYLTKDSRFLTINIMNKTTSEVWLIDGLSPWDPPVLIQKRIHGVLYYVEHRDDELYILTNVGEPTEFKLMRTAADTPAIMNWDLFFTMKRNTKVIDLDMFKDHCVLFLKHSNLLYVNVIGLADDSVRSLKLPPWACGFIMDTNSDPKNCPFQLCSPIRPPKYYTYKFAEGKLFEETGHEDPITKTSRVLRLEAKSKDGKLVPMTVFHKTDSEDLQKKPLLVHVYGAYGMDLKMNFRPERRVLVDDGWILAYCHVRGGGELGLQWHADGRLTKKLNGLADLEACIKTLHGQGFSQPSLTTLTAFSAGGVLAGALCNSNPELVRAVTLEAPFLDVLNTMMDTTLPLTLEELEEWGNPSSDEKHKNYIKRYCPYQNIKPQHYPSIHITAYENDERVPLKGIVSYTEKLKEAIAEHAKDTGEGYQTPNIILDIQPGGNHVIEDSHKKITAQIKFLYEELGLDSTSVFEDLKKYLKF
PAFAH1B3 inh: PAFAH1B3 (human) inhibition; inhibition, % at 3.39 µM; recombinant PAFAH1B3, FP-rhodamine probe, fluorescence polarization; Q15102; actives 0.28% (n = 340,000);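 active means inhibition above the screen-wide average of all tested compounds plus 3 SD, cut at about 25% in these data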;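 further: 0% = enzyme with DMSO only and 100% = wells lacking PAFAH1B3 protein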
pPAFAH FP inh: pPAFAH (human) enzyme inhibition | Q13093 | recombinant pPAFAH, FP-rhodamine probe fluorescence polarization | inhibition, % at 3.39 µM | actives 1.5% (n = 330,000) | AID 463082;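 active means inhibition above the mean inhibition across the screen plus 3 SD, cut at about 25% in these data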;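 further: inhibitors block binding of the rhodamine activity-based probe so polarization drops; 0% = enzyme with DMSO and 100% = wells lacking pPAFAH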
LYPLA1 inh: counter-screen for PME1 inhibitors: inhibitors of human LYPLA1 | actives 0.16% (n = 320,000) | O75608 | inhibition, % at 5.9 µM | recombinant LYPLA1, FP-Rh probe fluorescence polarization;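 active means inhibition above the mean of all tested compounds plus 3 SD, set per campaign, cut at about 14% in these data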;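 further: inhibitors block serine hydrolase probe labeling of LYPLA1 so polarization falls; 0% = enzyme with DMSO and 100% = wells lacking LYPLA1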
Target sequence (O75608 whole entry, looked up): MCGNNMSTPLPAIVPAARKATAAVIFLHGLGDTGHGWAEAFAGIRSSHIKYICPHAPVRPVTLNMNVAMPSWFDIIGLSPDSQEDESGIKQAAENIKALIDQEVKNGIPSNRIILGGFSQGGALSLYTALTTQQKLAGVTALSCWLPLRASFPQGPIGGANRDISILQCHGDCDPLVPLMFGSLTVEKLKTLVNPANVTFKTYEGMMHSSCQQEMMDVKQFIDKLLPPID
An asterisk follows results filed as active; / = no result given.

SMILES	PAFAH1B2 inh	PAFAH2 inh	ZTA DNA inh	LYPLA2 counter	EBNA-1 inhibitor	PREPL inhibitor	PAFAH1B3 inh	pPAFAH FP inh	LYPLA1 inh
CC1CCN(c2nc(N(C)c3ccccc3)nc(N)c2[N+](=O)[O-])CC1	3	-6	-2	7	5	5	0	9	-1
CCOc1ccc(-c2cn(-c3cccc(SC)c3)c(=O)[nH]2)cc1	3	-6	-13	-7	-6	0	0	3	-6
Cn1nnnc1Sc1c(Cl)cccc1[N+](=O)[O-]	-5	7	10	0	5	-4	0	2	3
CCSc1nnc(-c2cccc(S(=O)(=O)N(C)C)c2)n1-c1cc(OC)ccc1OC	-2	1	-8	1	1	0	6	3	0
COCCCNc1nc2nonc2nc1N(C)CC1CCCN1C (centres undefined)	5	7	12	0	2	-8	4	5	-2
O=C(Nc1cccc(OCC(=O)N2CCOCC2)c1)c1ccc(C(F)(F)F)cc1	3	-10	6	2	10	-1	-1	7	-1
O=C(c1nc2ncccn2n1)N1CCN(c2ccccc2)CC1	2	3	-5	4	-14	12	3	-9	3
CCCC(C(=O)NC(C)(C)CC)N(CC1CCCO1)C(=O)CNS(=O)(=O)c1ccc(F)cc1 (centres undefined)	1	8	-10	3	-8	2	-2	7	1
COc1cc2c(cc1OC)CN(CC(=O)Nc1ccc(C)c(C)c1)CC2	7	3	7	-2	4	20	14	6	-1
C#CCOCCOCCOCCNc1nc(N2CCN(C(=O)[C@H](CCC(=O)O)n3cc(C(N)CO)nn3)CC2)nc(N2CCN(C(=O)[C@H](CCC(=O)O)n3cc(C(N)[C@H](C)CC)nn3)CC2)n1 (some centres undefined)	2	-3	-2	1	-4	-1	0	2	0
Cc1ccc2cc(CN(CC3CCCO3)S(=O)(=O)c3ccccc3)c3nnnn3c2c1 (centres undefined)	5	3	-17	11	-4	-12	-1	2	0
Fc1ccccc1NC(=S)NNc1ncc(C(F)(F)F)cc1Cl	-1	3	-4	-1	5	-9	11	4	3
CCOCN(C(=O)Cn1c(COC)nc2ccccc21)c1c(C)cccc1CC	4	3	-10	9	-8	7	3	9	2
Cc1noc(C)c1C(=O)OCC(=O)N1CCN(S(=O)(=O)c2ccc3ccccc3c2)CC1	0	5	1	17	13	6	6	4	3
CC(=O)OC(CC(=O)O)C[N+](C)(C)C (centres undefined)	-2	-4	2	7	5	-1	-4	2	3
NS(=O)(=O)c1cccc(NC(=O)Cn2cnc3ccccc3c2=O)c1	2	-4	3	-3	4	2	-1	-1	-5
O=C(O)c1cc2c(s1)-c1ccccc1OC2	2	-4	-1	-2	-6	5	-7	7	-2
Cn1nnc(NC(=S)NC(=O)c2cccc3c(Br)cccc23)n1	8	-2	5	0	11	-2	1	5	-1
COc1ccc(N2CCOCC2)c(NC(=O)c2cc3ccccc3o2)c1	1	-4	-2	11	5	11	-12	10	5
Cc1ccc2nc(N3C(=O)C(O)=C(C(=O)c4ccco4)C3c3cccc(O)c3)sc2c1 (centres undefined)	7	1	18	-9	12	29	9	-19	-8
COc1cc(NC(=S)N2CCN(C/C=C/c3ccccc3)CC2)cc(OC)c1	2	-5	2	-4	-8	17	7	7	3
O=C(NCC1CCCO1)c1ccc2c(c1)ncn2-c1cccc(F)c1 (centres undefined)	-1	-3	-14	1	-16	-8	4	4	-2
C/C(=N\OCC(=O)OCC(=O)N(C)c1ccccc1)c1ccc2c(c1)OCO2	4	8	-3	1	/	14	10	4	-1
Cc1ccc(N(CC(=O)N2CCN(c3ccc(F)cc3)CC2)S(=O)(=O)c2c(C)noc2C)cc1	6	4	-6	0	1	-23	18	4	-1
COc1ccc(COc2ccsc2C(=O)Nc2ccc(Cl)cc2)cc1	-1	-4	-4	-7	-4	7	-4	4	0
COC(=O)Cn1cc(C(=O)OC)cc(Br)c1=O	1	8	10	3	2	-2	6	0	-1
Cc1ccc(S(=O)(=O)N2CCN(C)CC2)cc1C	6	-5	-20	4	-12	15	3	-2	-1
Clc1ccc(Cn2ncc3c(NCc4ccccc4)ncnc32)c(Cl)c1	/	/	6	1	6	5	/	6	1
O=C(O)CCNC(=O)/C(=C/c1ccco1)NC(=O)c1ccco1	8	2	-13	2	-5	-5	9	1	1
Cc1nn(CCC#N)c(N)c1C1(O)C(=O)Nc2c(Cl)cc(Cl)cc21 (centres undefined)	5	-6	-25	-3	-11	-4	2	3	-4
COc1cccc(C=Nc2ccccc2C(=O)Nc2nccs2)c1OC	-2	-4	-6	-3	6	-2	-6	3	-3
CC(NC(=O)CCCCCCN1C(=O)c2ccccc2C1=O)c1ccc2c(c1)CCCC2 (centres undefined)	3	-3	2	-1	1	2	11	14	-6
CC1Cc2ccccc2N1C(=O)COc1cccc(-n2cnnn2)c1 (centres undefined)	6	-5	9	-7	0	-28	-2	2	-5
COc1ccccc1Nc1ncnc2ccc(C)cc12	3	-2	8	3	-1	8	6	-1	-1
COc1c(Cl)cc(Cl)cc1CNCCO	1	-9	14	-8	16	-5	-3	0	-1
CCCOc1ccc(/C=N/NC(=O)c2c(-c3ccccc3)noc2C)cc1OC	0	4	-4	3	3	-1	13	1	2
O=C1NC(c2ccccc2)(C(F)(F)F)SC2=NCCCN12 (centres undefined)	0	10	-8	2	1	20	-3	2	0
COC(=O)CCC(=O)NS(=O)(=O)c1ccc(N=NN2CCOCC2)cc1	4	-5	-9	5	-5	12	11	5	0
O=C(Cc1ccc(Br)cc1)Nc1ccc2[nH]ncc2c1	11	-5	-4	5	-2	-3	-1	1	-4
CCCNS(=O)(=O)c1ccc(N2CCCC2=O)c([N+](=O)[O-])c1	3	2	-7	-4	2	-4	5	-1	1
COc1ccccc1C(=O)NCCCNC(=O)c1cnccn1	3	1	-7	0	13	-6	-10	3	4
CCN1CCN(C(c2cccs2)C(C)NS(=O)(=O)c2ccc(C)cc2)CC1 (centres undefined)	4	2	0	0	-3	-11	3	5	-1
O=C(Cc1ccccn1)c1ccc(O)cc1O	0	-9	27	-3	6	-5	7	5	-1
O=C(NCCN=C1NS(=O)(=O)c2ccccc21)c1ccc2nccnc2c1	1	-2	6	-8	8	12	-3	12	2
NCCCCNCCCN	3	-4	-3	4	9	0	14	62*	2
Cn1c(=O)[nH]c(=O)c2c1nc(CN1CCN(c3cccc(Cl)c3)CC1)n2Cc1ccccc1Cl	1	-4	3	5	8	6	4	-1	-1
N/C(=N\OC(=O)CCC(=O)O)c1ncc(C(F)(F)F)cc1Cl	2	5	-10	3	-3	10	18	4	-2
O=C(OC1CCCCC1=O)c1cc(=O)c2ccccc2o1 (centres undefined)	4	-2	0	1	3	0	6	3	-1
COc1ccccc1NC(=O)CN1CCCCC1	-1	8	20	0	-4	15	-3	2	1
NC(=S)N/N=C/c1cc([N+](=O)[O-])ccc1OCCOc1ccccc1	4	-8	-10	3	16	1	-1	-1	1
COc1cc2c(cc1OC)[C@H](C)N(C(=O)NCc1ccccc1)CC2	2	-3	2	0	8	-1	10	2	2
Oc1c(C(c2ccccn2)N2CCC(Cc3ccccc3)CC2)cc(Cl)c2cccnc12 (centres undefined)	/	/	-4	-1	-1	24	/	5	-3
CCCc1cc(=O)oc2c(C)c(OCC(=O)NCCN3CCOCC3)ccc12	-1	2	-6	4	-12	4	6	7	3
C(=N\Nc1nc(N2CCCC2)nc(N2CCCC2)n1)/c1ccncc1	-1	-1	17	-2	-1	5	4	5	1
O=C(CN1C(=O)C2CCCCC2C1=O)Nc1nccs1 (centres undefined)	-5	-7	10	8	-1	-5	-3	-2	5
CC(C)OC(=O)c1nnc(Cc2ccc(F)cc2)o1	6	-3	0	0	-1	0	3	-5	-3
COC(=O)C1(C(C[N+](=O)[O-])c2ccco2)C(=O)NCC1c1ccccc1 (centres undefined)	/	/	-4	-1	-4	11	/	-2	-2
CCCCN(CC)C(=O)c1ccc2c(c1)OCO2	-2	-1	5	3	-5	2	-7	0	-2
COC(=O)c1c(NC(=O)c2cccs2)sc2c1CCCC2	-4	-3	-17	-2	1	9	-5	2	-2
O=C(Nc1ccc(C(=O)O)cc1)/C(=C\c1ccco1)NC(=O)c1ccco1	1	-2	-29	-2	-13	-3	-8	-3	-2

More results:
SMILES	PAFAH1B2 inh	PAFAH2 inh	ZTA DNA inh	LYPLA2 counter	EBNA-1 inhibitor	PREPL inhibitor	PAFAH1B3 inh	pPAFAH FP inh	LYPLA1 inh
O/N=C1\CCC\C1=C/c1ccco1	1	2	-6	1	-5	-1	11	6	2
COC(=O)c1nc2n(n1)C(c1cc(OC)ccc1OC)C(C(=O)OC1CCCCC1)=C(C)N2 (centres undefined)	7	9	-3	0	-10	17	12	-6	3
CN(C(=O)COc1ncnc2sccc12)c1ccccc1	4	0	-12	-1	-1	7	0	5	0
OCCNc1ncnc2c1ncn2Cc1ccccc1	1	2	-22	1	-12	18	5	-1	6
COc1ccc(CNC(=O)c2ccc(N3CCC4(CC3)CC(c3ccc(Cl)cc3)=NO4)c(NC(=O)Cc3ccc(F)cc3)c2)cc1	-3	-2	/	/	/	11	7	0	/
Cc1ccc(NC(=O)CN2C(=O)NC(C)(C3CC3)C2=O)c([N+](=O)[O-])c1 (centres undefined)	6	-7	-7	-6	/	16	6	-5	0
CCn1c(SCC(=O)Nc2ccc(S(=O)(=O)Nc3ccccn3)cc2)nnc1-c1ccncc1	4	8	-6	8	2	10	6	5	5
CCCc1nnc(NC(=O)Nc2ccccc2OC)s1	-2	-3	-9	-3	-4	4	0	6	-1
O=S(=O)(c1ccc(SCCOc2ccc(Br)cc2)nc1)N1CCCC1	7	-7	8	5	/	14	-7	3	-6
CCc1ccc(/C=C2\SC(=S)N(CCCC(=O)Nc3nccs3)C2=O)cc1	2	-4	-9	8	10	3	4	5	3
CCOc1ccc2ncc(S(=O)(=O)c3ccc(C)cc3)c(N3CCC4(CC3)OCCO4)c2c1	1	13	-7	-11	-5	-25	7	0	-5
CCOC(=O)CSc1nnc(-c2ccc(Cl)cc2Cl)o1	3	-9	0	-1	0	-9	3	-3	-1
COc1ccc(C(O)P(=O)(OCCC(C)C)c2ccc(N(C)C)cc2)cc1 (centres undefined)	2	-3	-16	0	4	6	3	4	2
Cc1ccc(N(C(=O)CNC(=O)c2ccco2)C(C(=O)NC2CCCC2)c2cccnc2)cc1F (centres undefined)	8	-7	-4	-1	2	3	1	5	-2
O=C(CC(Nc1ccc(F)cc1)C(=O)O)c1ccccc1 (centres undefined)	3	-1	2	-3	-10	2	4	-1	-2
O=C(NC1CCCC1)c1cccnc1N1CCCCCC1	1	2	-2	3	1	4	1	3	-3
O=C(COC(=O)CCC(=O)c1ccc(Cl)cc1)NCCc1ccccc1	2	-1	8	-3	-8	-14	-1	18	-1
COc1ccc(S(=O)(=O)N(C)C[C@H]2Oc3c(NC(=O)Cc4ccccc4)cccc3C(=O)N([C@H](C)CO)C[C@@H]2C)cc1	2	-1	/	/	/	23	-2	2	/
O=C(CSc1nnc2ccc(-c3cccnc3)nn12)Nc1ccc(F)cc1	6	-2	4	0	8	-4	1	7	-4
Cc1nc(Nc2ccc(Cl)cc2)c2oc3ccccc3c2n1	2	-10	-1	-4	0	13	4	6	-7

Assay outcomes: PubChem BioAssay, The Scripps Research Institute Molecular Screening Center

The list is partial, so the mix of outcomes need not match the whole.
